Screens from PubChem.
Epigenetic reg: epigenetic control regulation, reporter derepression; murine LDR cells, GFP reporter derepression, 30 h; Potency, µM (top dose mostly 53.9 µM), inactives show at the highest dose GFP activation, hits mostly activators; 280,000 compounds, 0.2% hits; AID 1865; further: potency means the concentration at half of the fitted maximal effect; % of control where 0% means no effect; nearly all actives have a fitted effect of over 60% in size
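In this reporter-derepression format, murine cells bearing a silenced integrated CMV-GFP locus incubate with test compound (30 h, 37 C), then are washed and imaged; fluorescent objects of 20–120 um count as induced cells.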
L3MBTL1 block: blocks human L3MBTL1; Q9Y468; AID 485360; 230,000 compounds, 0.66% hits; AlphaScreen L3MBTL1–H3K9me1 peptide binding; Potency, µM (highest dose often 57.1 µM), for the others: at the top dose activity, negative = inhibition, hits mostly inhibitors; further: potency means the concentration at half of the fitted maximal effect; on the % scale 0 is the no-effect control and ±100 the full control effect; nearly all actives have a fitted effect of over 60% in size
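Displacement of a biotinylated histone H3(1-15) peptide monomethylated at Lys9 (75 nM) from L3MBTL1 (50 nM) was measured by AlphaScreen after a 30 min room-temperature compound incubation; cefsulodin titration served as intraplate control.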
IMPase Li inh: IMPase inhibition in cells with lithium potentiation | 210,000 compounds, 0.35% hits | CHO-M1 cells, IP1 TR-FRET (IP-One), carbachol + lithium | AID 1457 | Potency, µM (titrated, usually from 59.4 µM), for inactives: top-dose activity, negative = IMPase inhibition, hits mostly inhibitors;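 further: IP1 builds up when IMPase is blocked and the TR-FRET signal falls; potency means the concentration at half of the fitted maximal effect; plate controls were basal vehicle for no effect and high inhibitor control for full effect; nearly all actives have a fitted effect of over 50% in size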
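CHO-M1, 2000 cells/well, 16–30 h culture; cpd + low Li+, 30 min 37C; lysis with d2-IP1/Eu-anti-IP1 Ab, 10 min RT; TR-FRET 665/620 ratio and 620 channel; AC50 via Hill.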
NPSR antag: antagonists of human neuropeptide S receptor cAMP signaling; Q6W5P4; Potency, µM (titrated, usually from 38.3 µM), for the others: at the top dose activity change, negative = inhibition, hits mostly inhibitors; 220,000 compounds, 1% hits; CHO-NPSR cells, cAMP TR-FRET, antagonist mode; further: potency means the concentration at half of the fitted maximal effect; on the % scale 0 is the no-effect control and ±100 the full control effect; nearly all actives have a fitted effect of over 50% in size; many of its hits are not listed in these tables
Target sequence (Q6W5P4 whole entry, looked up): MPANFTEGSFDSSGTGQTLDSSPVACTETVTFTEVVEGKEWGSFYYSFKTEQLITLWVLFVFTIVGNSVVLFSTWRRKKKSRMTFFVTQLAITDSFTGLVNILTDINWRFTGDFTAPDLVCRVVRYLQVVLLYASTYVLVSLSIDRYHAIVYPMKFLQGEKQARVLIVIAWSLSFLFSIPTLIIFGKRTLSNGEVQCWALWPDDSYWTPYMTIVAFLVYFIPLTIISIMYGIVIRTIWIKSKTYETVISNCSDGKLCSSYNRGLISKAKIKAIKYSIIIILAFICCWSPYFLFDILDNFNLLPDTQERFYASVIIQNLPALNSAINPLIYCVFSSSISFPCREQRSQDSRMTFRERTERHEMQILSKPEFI
KinaseGlo FLuc: Kinase-Glo luciferase inhibition (counter-screen). AID 1379. 200,000 compounds, 0.28% hits. Kinase-Glo luciferase, ATP luminescence, 8 min. Potency, µM (top dose mostly 38.3 µM), without a hit: top-dose activity change, negative = inhibition, usual class: inhibitors. Q27757; further: potency means the concentration at half of the fitted maximal effect; on the % scale 0 is the no-effect control and ±100 the full control effect; nearly all actives have a fitted effect of over 60% in size
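Substrate mix (final 50 mM imidazole pH 7.2, 50 mM KCl, 7 mM MgCl2, 10 uM ATP, 0.01% Tween 20, 0.05% BSA) plus pin-tool compound, then Kinase-Glo detection mix; 8 min ambient, luminescence read.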
CBFb-RUNX1 inh: inhibitors of human CBF-beta and RUNX1 interaction; Q01196+Q13951; AlphaScreen CBFb-His/RUNX1-biotin binding, biochemical; Potency, µM (titrated, usually from 59.8 µM), without a hit: at the highest dose activity, negative = inhibition, most hits filed as inhibitors; 230,000 tested, under 10 active; AID 1477; further: % of control where 0% means no effect
Target sequence (Q01196 whole entry, looked up): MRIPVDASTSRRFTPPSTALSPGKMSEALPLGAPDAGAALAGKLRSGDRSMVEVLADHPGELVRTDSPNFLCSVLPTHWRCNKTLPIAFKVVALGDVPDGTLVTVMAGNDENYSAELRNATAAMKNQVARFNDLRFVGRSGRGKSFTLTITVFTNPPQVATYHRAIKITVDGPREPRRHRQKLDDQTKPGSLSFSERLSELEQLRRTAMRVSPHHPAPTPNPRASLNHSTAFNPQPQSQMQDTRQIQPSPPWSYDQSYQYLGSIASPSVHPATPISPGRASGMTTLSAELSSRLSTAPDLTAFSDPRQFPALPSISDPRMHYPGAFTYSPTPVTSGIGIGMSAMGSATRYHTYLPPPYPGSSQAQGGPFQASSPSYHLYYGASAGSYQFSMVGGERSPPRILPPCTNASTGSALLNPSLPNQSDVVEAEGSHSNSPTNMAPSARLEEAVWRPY
Target sequence (Q13951 whole entry, looked up): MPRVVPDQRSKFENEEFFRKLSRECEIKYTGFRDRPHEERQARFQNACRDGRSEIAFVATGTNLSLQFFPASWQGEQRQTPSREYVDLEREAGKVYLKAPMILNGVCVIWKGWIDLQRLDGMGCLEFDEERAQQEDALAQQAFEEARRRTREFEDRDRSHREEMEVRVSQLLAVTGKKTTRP
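Interaction loss through any mechanism counts as activity. Pre-formed complex of His-CBF-beta and biotin-RUNX1 (30 nM apiece) is incubated with compound 15 min, then with 50 ng nickel and 50 ng streptavidin beads for 90 min before AlphaScreen detection.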
HttQ103 aggreg: inhibitors of mutant huntingtin aggregate formation in PC12 cells; PC12 HttQ103-GFP aggregates, Acumen cytometry, 40 h; 220,000 compounds, 1.1% hits; Potency, µM (doses to about 46.1 µM), for the others: at the highest dose activity change, negative = inhibition, hits mostly inhibitors; further: potency means the concentration at half of the fitted maximal effect; on the % scale 0 is the no-effect control and ±100 the full control effect; nearly all actives have a fitted effect of over 60% in size
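Inducible Q103 Huntingtin exon 1–GFP PC12 line, 1500 cells/well in phenol red free DMEM with 5% equine and 5% calf serum. Tebufenozide 100 nM induced expression; compounds titrated; aggregates quantified by cytometry.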
An asterisk follows results filed as active; ? = inconclusive; nt = no result given; [ ] = remark or other dose. The call rests on the fitted dose curve; in most records, active means well fitted curve in the direction sought with a large enough effect; inconclusive means small, poorly fitted or top-dose-only effect, or another doubt; inactive means no such curve, though single readings can be large; an effect the other way counts as inactive or inconclusive. Not all compounds are listed. The share of hits here may be higher or lower than overall.

No. | compound | Epigenetic reg | L3MBTL1 block | IMPase Li inh | NPSR antag | KinaseGlo FLuc | CBFb-RUNX1 inh | HttQ103 aggreg
1 | Nc1c(C(=O)NCc2ccc3c(c2)OCO3)nnn1-c1ccc(OC(F)(F)F)cc1 | 2.8% | nt | -11.8%[38.3 µM] | 7.8%[46.1 µM] | -0.5% | -2.2% | 4.3%
2 | COc1ccccc1C(O)(c1ccccc1)C(CN1CCOCC1)c1ccccc1 (stereo unspecified) | 1.4% | nt | 10.9% | -44.8% | 0.9% | -9.9% | ?
3 | O=C(N/N=C/C1CC=CCC1)c1cc(Br)ccc1O (stereo unspecified) | -3.2% | 4.3% | 1.3% | 1.1% | -0.3% | -12.2% | ?
4 | C=C(C)C(=O)N1CC2(CC(c3cccc(NC(=O)CC)c3)=NO2)C[C@H]1C(N)=O (stereo partly specified) | -0.7% | nt | nt | 28.6% | nt | -7.8% | 13.2%[9.22 µM]
5 | COc1cc2c(cc1O)C(Cc1ccc(O)cc1)[N+](C)([O-])CC2 (stereo unspecified) | 3.7% | nt | nt | 19.1% | nt | 9.1% | -25.1%[9.22 µM]
6 | Cc1ccc(-c2nc(CN(C)C)cc(CN(C)C)c2O)cc1 | 0.0% | -5.5% | -7.0%[38.3 µM] | 1.7%[46.1 µM] | 2.4% | 3.7% | 4.8%
7 | CCn1c(SCC(=O)c2cccs2)nnc1-c1ccco1 | 3.1% | -10.9% | -0.6%[38.3 µM] | 4.1%[46.1 µM] | -1.8% | -5.8% | 10.0%
8 | Cc1ccc(C(=O)Nc2ccccc2C(=O)NC(Cc2c[nH]c3ccccc23)C(=O)O)cc1 (stereo unspecified) | -1.5% | 5.1% | 4.5% | 3.8% | 0.3% | -4.1% | 2.3%[9.22 µM]
9 | CC(C)CN(C(=O)COC(=O)c1cc2c(s1)CCC2)C1CCS(=O)(=O)C1 (stereo unspecified) | 2.0% | 20µM* | 14.3%[38.3 µM] | -2.0%[46.1 µM] | -3.5% | ? | 13.6%
10 | COc1cc(/C=C2/C(=N)N3C=CSC3=NC2=O)ccc1OCCCOc1cc(C)ccc1C | 1.1% | -0.1% | 0.0%[38.3 µM] | -14.9%[46.1 µM] | -0.9% | -2.1% | -7.8%
11 | COC(=O)CN(C#N)c1nc(N(C)C)nc(N(C)C)n1 | 1.6% | nt | -4.9% | 7.1% | 1.2% | -1.9% | -12.7%
12 | COc1ccc(C2CC(=O)c3c([nH]c(C(=O)OC(C)C)c3C)C2)cc1OC (stereo unspecified) | 1.1% | -9.1% | -8.4% | -1.7% | 0.2% | -13.1% | 3.4%
13 | Cc1cc(C)c2cc(CN(CC3CCCO3)C(=S)NCc3ccco3)c(=O)[nH]c2c1 (stereo unspecified) | 3.1% | -8.5% | 12.0% | 27.8% | -5.4% | -12.7% | -5.9%[9.22 µM]
14 | COc1cccc(C(c2sc3ncnn3c2O)N2CCc3ccccc3C2)c1 (stereo unspecified) | 0.0% | -6.7% | 2.6% | 11.9%[46.1 µM] | 2.1% | -3.1% | -11.0%
15 | COc1cc2c(cc1NC(=O)Cc1ccc(C)cc1)oc1ccccc12 | -3.2% | 9.8% | -13.9% | -35.4% | 1.3% | 9.9% | -29.8%
16 | Clc1ccc(OCCCN2CCCCC2)c(Br)c1 | 10.6% | -1.3% | 15.6% | 6.4% | -1.3% | -8.8% | -14.3%
17 | CCCCCCn1c(=O)[nH]c2nc3cc(N)ccc3nc2c1=O | ? | 9.5% | nt | -14.2%[46.1 µM] | nt | 0.5% | ?
18 | COc1ccc(-c2noc(-c3ccccc3-c3ccccc3)n2)cc1OC | 0.0% | 21.3% | 19.6% | -11.9%[46.1 µM] | -1.4% | ? | -5.4%
19 | C=CC1C(N2CCOCC2)C(C)(C)S1(=O)=O (stereo unspecified) | 0.3% | 2.3% | 3.4%[38.3 µM] | -2.8%[7.67 µM] | 0.9% | 11.7% | -1.7%
20 | O=C(O)c1ccc(Oc2c(C(F)(F)F)oc3cc(O)ccc3c2=O)cc1 | -3.2% | -1.3% | 0.8% | 2.7% | 2.4% | 11.6% | 10.2%
21 | CCOc1ccc(NS(=O)(=O)c2ccc(NS(C)(=O)=O)cc2)cc1 | 0.0% | 1.7% | 4.0%[38.3 µM] | -18.3%[46.1 µM] | 10.1% | 9.5% | -26.8%
22 | CCC(C)c1ccc(OCCn2ccnc2)cc1 (stereo unspecified) | -0.9% | -14.2% | 12.3% | -5.4% | -1.1% | 3.9% | -3.4%
23 | COCCNCCOCCOc1ccc(Cl)c(C)c1 | -3.6% | nt | 6.6%[38.3 µM] | -4.0%[46.1 µM] | -2.3% | -4.0% | 3.7%
24 | CCCCCc1ccc(-c2ccc(/C=C/C(=O)O)cc2)nc1 | -0.1% | -0.6% | 21.0% | -23.4% | -1.7% | 16.7% | 20.4%
25 | COCCn1nnnc1C(c1cc2cc(OC)c(OC)cc2[nH]c1=O)N1CCN(c2ccc(O)cc2)CC1 (stereo unspecified) | 4.4% | 31.6%[activator] | 2.7% | -7.3% | 0.1% | 0.8% | 11.2%[9.22 µM]

A few values from the results shown:
`COc1ccccc1C(O)(c1ccccc1)C(CN1CCOCC1)c1ccccc1` (stereo unspecified) – CBFb-RUNX1 inh = -9.9%
`CC(C)CN(C(=O)COC(=O)c1cc2c(s1)CCC2)C1CCS(=O)(=O)C1` (stereo unspecified) – L3MBTL1 block = 20µM*
`COCCNCCOCCOc1ccc(Cl)c(C)c1` – CBFb-RUNX1 inh = -4.0%

More entries:
No. | compound | Epigenetic reg | L3MBTL1 block | IMPase Li inh | NPSR antag | KinaseGlo FLuc | CBFb-RUNX1 inh | HttQ103 aggreg
26 | CCOc1ccc(NC(=O)CSc2nnc(CNC(=O)c3ccco3)o2)cc1 | 2.5% | nt | -4.0% | 11.6% | -0.2% | 5.0% | -0.2%
27 | Oc1ccc(C2Oc3cc(O)cc(O)c3CC2O)cc1 (stereo unspecified) | 0.0% | nt | 12.9% | nt | -5.4% | 7.6% | nt
28 | CC1CCc2nc(N)c(C#N)c(-c3cccn3C)c2C1 (stereo unspecified) | ? | -1.6% | -18.4%[38.3 µM] | -26.8%[46.1 µM] | -6.7% | -1.5% | -29.3%
29 | Cc1cc2nc(-c3cccnc3SCC(=O)NC3CC3)[nH]c2cc1C | 6.8% | -3.0% | 3.5% | 37.8% | ? | -0.7% | 2.9%
30 | C=CCNC(=O)c1ccccc1NC(=O)c1ccc(Cl)c(S(=O)(=O)Nc2cc(C)ccc2C)c1 | -3.1% | 15.5% | -0.2%[38.3 µM] | -29.4%[46.1 µM] | 1.7% | 4.8% | -28.4%
31 | O=C(CCC1CCCN(C(=O)CCN2CCCCC2=O)C1)NCc1ccccc1F (stereo unspecified) | 1.1% | 6.8% | 5.9% | -8.6% | -1.9% | 0.3% | -3.1%[9.22 µM]
32 | O=C(CSc1ccc2nnc(-c3ccncc3)n2n1)Nc1ccc2c(c1)OCO2 | -0.2% | nt | -6.2%[38.3 µM] | -6.4%[46.1 µM] | 0.0% | -4.7% | -2.5%
33 | CC(C)c1ccc(NC(=O)C2CC(=O)N=C(N)S2)cc1 (stereo unspecified) | 0.0% | nt | 6.8%[38.3 µM] | -2.8%[46.1 µM] | -3.9% | 6.8% | 3.3%
34 | CC(CCc1ccccc1)NC(=O)c1cncc(Br)c1 (stereo unspecified) | 0.2% | nt | 27.9%[38.3 µM] | -7.5%[46.1 µM] | -0.5% | 3.9% | -21.1%
35 | CCOC(=O)C1=C(C)S/C(=C\N(C)C)C1=O | -3.1% | -15.8% | -20.0%[38.3 µM] | 0.2%[46.1 µM] | -5.1% | -4.8% | 1.8%
36 | CCN1CCCCC(=N/O)/C(=N/O)CCCC1 | -7.8% | nt | 6.3% | 9.7% | -5.5%[7.66 µM] | 3.7% | -23.2%[9.22 µM]
37 | O=C(OCC(=O)c1cccs1)C1=COCCO1 | -1.9% | 7.4% | -22.6%[38.3 µM] | 1.1%[46.1 µM] | -17.9% | 8.3% | -1.2%
38 | NC(=O)c1cccn1Cc1cccc(Cl)c1 | 0.3% | nt | 10.9%[38.3 µM] | 11.5%[46.1 µM] | -0.1% | 16.8% | 15.7%[1.84 µM]
39 | CN(C)CCCNCCCNC(=O)c1ccncc1 | 0.0% | ? | -2.1%[38.3 µM] | -8.0%[46.1 µM] | 4.7% | 4.5% | 2.7%
40 | Cc1ccc(S(=O)(=O)Nc2ccccc2CNc2c(C)n(C)n(-c3ccccc3)c2=O)cc1 | 0.6% | 2.9% | -4.2%[38.3 µM] | 4.1%[7.67 µM] | -2.7% | -0.7% | ?
41 | COc1cc(NC(=O)[C@@H](NC(=O)c2ccco2)C(C)C)c(OC)cc1NC(=O)c1ccccc1 | -0.2% | 10.4% | -10.5% | -9.8% | 0.9% | 7.7% | -22.4%
42 | O=P(OC1CCS(=O)(=O)C1)(c1ccccc1)c1ccccc1 (stereo unspecified) | -0.9% | -2.8% | -3.7%[38.3 µM] | -26.3%[46.1 µM] | 5.7% | 2.8% | 5.2%
43 | Cc1ccc(C(=O)/C=C/c2ccccc2)o1 | -4.1% | nt | 28.6%[38.3 µM] | -9.0%[46.1 µM] | -7.7% | 1.5% | 8.0%
44 | CN(C)CCCNC(=S)NCCNc1nc2cc3c(cc2cc1C#N)OCO3 | 3.3% | 50.9%[activator] | 16.1% | 17.4% | 4.6% | 7.5% | 6.2%
45 | CC(C)CCn1c(-c2nonc2N)nc2ccccc21 | -0.8% | 6.0% | 8.8% | 0.6%[46.1 µM] | 0.0% | 12.7% | 11.2µM*
46 | O=C(Nc1nc(=S)ss1)c1ccc(Cl)cc1Cl | -0.8% | -1.0% | -4.1%[38.3 µM] | -4.4%[46.1 µM] | -3.2% | -5.7% | 3.7%
47 | O=C(NNc1ccc(Cl)nn1)c1ccc(Cl)cc1 | -4.3% | -0.7% | -9.9% | 3.0% | -1.1% | 6.9% | 11.6%
48 | Brc1ccccc1C1CC(c2ccccc2)=Nc2ccccc2N1 (stereo unspecified) | -1.9% | -10.2% | 14.2% | -51.3% | -4.4% | -5.2% | 3.2%
49 | c1coc(C2OCC3(CO2)COC(c2ccco2)OC3)c1 (stereo unspecified) | -1.0% | nt | nt | 3.1% | nt | 3.9% | -4.4%[9.22 µM]
50 | C=CCOCCN1C(=O)C2C(c3ccccc3)C=CC(c3ccccc3)C2C1=O (stereo unspecified) | 0.0% | nt | -9.7%[38.3 µM] | -11.7%[46.1 µM] | -1.2% | 12.4% | 4.0%
